RORgamma inh – qHTS for inhibitors of ROR gamma transcriptional activity | actives 5.4% (n = 310,000) | Nuclear receptor ROR-gamma (Mus musculus), P51450 | Potency, µM (highest dose often 53.6 µM), for the others: at the top dose activity change, negative = inhibition, usual class: inhibitors | Drosophila S2 Gal4-RORgamma UAS-luciferase reporter, 20 h | AID 2551, 2010; also: potency is read from the fitted curve at half-maximal effect; % is scaled to controls: 0 for no effect and ±100 for the full control effect; nearly all actives have a fitted effect of over 60% in size
Target sequence (P51450 whole entry, looked up, the tested form may be a part): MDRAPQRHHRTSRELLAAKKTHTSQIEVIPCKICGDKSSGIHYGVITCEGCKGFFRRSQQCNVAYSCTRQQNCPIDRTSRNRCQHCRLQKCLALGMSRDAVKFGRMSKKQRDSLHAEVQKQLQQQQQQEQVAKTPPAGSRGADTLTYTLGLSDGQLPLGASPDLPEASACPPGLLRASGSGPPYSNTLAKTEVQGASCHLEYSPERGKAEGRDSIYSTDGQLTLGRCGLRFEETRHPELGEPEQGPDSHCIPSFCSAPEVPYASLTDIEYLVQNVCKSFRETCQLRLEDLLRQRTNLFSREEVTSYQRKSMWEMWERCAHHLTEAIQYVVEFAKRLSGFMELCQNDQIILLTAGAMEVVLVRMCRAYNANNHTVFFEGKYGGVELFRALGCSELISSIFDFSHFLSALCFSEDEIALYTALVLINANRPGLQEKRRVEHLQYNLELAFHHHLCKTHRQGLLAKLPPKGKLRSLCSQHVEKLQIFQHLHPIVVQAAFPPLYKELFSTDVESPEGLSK
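Drosophila Schneider cells stably carrying a metallothionein-driven Gal4 DBD–ROR gamma fusion and a UAS-Photinus luciferase reporter were exposed to compound for 1 hr, then induced with copper sulfate (700 uM final) for 20 hr at ambient temperature before luminescence reading.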
PKM2 activator – qHTS Assay for Activators of Human Muscle isoform 2 Pyruvate Kinase. Potency, µM (doses to about 57.5 µM), for the others: at the highest dose activation, actives largely listed as activators. AID 1631, 2009. actives 0.34% (n = 260,000). purified PKM2, Kinase-Glo ATP luminescence, activation; response scale: 0% is enzyme alone, no compound. Pyruvate kinase PKM (Homo sapiens), P14618; also: potency is read from the fitted curve at half-maximal effect; % is scaled to controls: 0 for no effect and ±100 for the full control effect; nearly all actives have a fitted effect of over 55% in size
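hPK-M2, >95% pure; 0.1 mM ADP / 0.5 mM PEP final; imidazole pH7.2 buffer w/ 7 mM MgCl2, 50 mM KCl; 1 h RT; Kinase-Glo lum. Intermediate enzyme activity for dual inhibitor/activator qHTS.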
MBNL1 CUG block – qHTS Assay for Inhibitors of MBNL1-poly(CUG) RNA binding; Muscleblind-like protein 1 (Homo sapiens), Q9NR56; TR-FRET MBNL1-His/biotin-(CUG)12 binding, 665/545 ratio; Potency, µM (top dose mostly 57.5 µM), without a hit: top-dose activity change, negative = inhibition, most hits filed as inhibitors; actives 0.036% (n = 280,000); AID 2675, 2010; active = well fitted inhibition curve with a large enough effect in the signal ratio, with a control signal flat, not every such curve was filed as active; inconclusive = small, poorly fitted or top-dose-only effect, or effect the other way, or a change in a side signal; inactive = no such curve, though single readings can be large or run the other way; the % refers to the signal ratio; also: potency is read from the fitted curve at half-maximal effect; % is scaled to controls: 0 for no effect and ±100 for the full control effect
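TR-FRET readout: Ex 340 nm, 665/545 nm emission ratio, normalized to buffer-only (basal) and MBNL1-(CUG)12 controls. Complex of MBNL1-His with Biotin-(CUG)12, compounds 92 nM–58 uM, incubated 60 min at room temperature.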
NPC1 prom act – qHTS Assay for NPC1 Promoter Activators | actives 2.4% (n = 320,000) | Potency, µM (titrated, usually from 9.22 µM), without a hit: top-dose activation, most hits filed as activators | Huh7 NPC1 promoter luciferase reporter, 24 h | AID 485313, 2010;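 also: potency is read from the fitted curve at half-maximal effect; % of control where 0% means no effect; nearly all actives have a fitted effect of over 60% in size; reporter is driven by a mutant NPC1 promoter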
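Stable NPC1-promoter luciferase Huh7 line; cpd (DMSO) 24 h, 37 °C, 5% CO2; Amplite luciferase reagent 10 min RT; luminescence readout. qHTS format.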
Mito fusion act – qHTS Assay for Small Molecule Inhibitors of Mitochondrial Division or Activators of Mitochondrial Fusion; S. cerevisiae fusion-defective mutant growth rescue, CellTiterGlo 48 h; actives 0.23% (n = 320,000); AID 485298, 2010; Potency, µM (series often up to 46.1 µM), for the others: at the top dose growth rescue (activation), most hits filed as activators;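 also: potency is read from the fitted curve at half-maximal effect; % of control where 0% means no effect; nearly all actives have a fitted effect of over 45% in size; temperature-sensitive fusion mutants such as fzo1-1 at 37 °C on non-fermentable ethanol glycerol medium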
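Luminescent cell viability in 1536-well qHTS format served as the measure of rescued growth in ts fusion-mutant S. cerevisiae cultured on non-fermentable YPEG for 48 hours at 37C.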
Rab9 promoter act – qHTS Assay for Rab9 Promoter Activators. Potency, µM (titrated, usually from 9.22 µM), inactives show top-dose activation, negative = inhibition, hits mostly activators. actives 2.8% (n = 320,000). Huh7 Rab9 promoter-luciferase reporter, luminescence, 24 h; also: potency is read from the fitted curve at half-maximal effect; % of control where 0% means no effect; nearly all actives have a fitted effect of over 60% in size
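Stable Rab9-luc Huh7, 1500 cells/well, 2 h settle; cmpd in DMSO, 24 h, 37 °C/5% CO2; luciferase reagent 10 min RT; luminescence.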
Menin MLL FP TR – qHTS Assay for Inhibitors Targeting the Menin-MLL Interaction in MLL Related Leukemias: Competition With Texas Red Labeled MLL-derived Mutant Peptide; O00255; Potency, µM (doses to about 61.6 µM), without a hit: top-dose FP activity change, negative = inhibition, hits mostly inhibitors; actives 0.23% (n = 270,000); Menin + Texas Red MLL mutant peptide, fluorescence polarization; active = well fitted inhibition curve with a large enough effect in the polarisation, with a control signal flat, not every such curve was filed as active; inconclusive = small, poorly fitted or top-dose-only effect, or effect the other way, or a change in a side signal; inactive = no such curve, though single readings can be large or run the other way; the % refers to the polarisation; also: potency is read from the fitted curve at half-maximal effect; % of control where 0% means no effect; many of its hits are not listed in these tables
Target sequence (O00255 whole entry, looked up): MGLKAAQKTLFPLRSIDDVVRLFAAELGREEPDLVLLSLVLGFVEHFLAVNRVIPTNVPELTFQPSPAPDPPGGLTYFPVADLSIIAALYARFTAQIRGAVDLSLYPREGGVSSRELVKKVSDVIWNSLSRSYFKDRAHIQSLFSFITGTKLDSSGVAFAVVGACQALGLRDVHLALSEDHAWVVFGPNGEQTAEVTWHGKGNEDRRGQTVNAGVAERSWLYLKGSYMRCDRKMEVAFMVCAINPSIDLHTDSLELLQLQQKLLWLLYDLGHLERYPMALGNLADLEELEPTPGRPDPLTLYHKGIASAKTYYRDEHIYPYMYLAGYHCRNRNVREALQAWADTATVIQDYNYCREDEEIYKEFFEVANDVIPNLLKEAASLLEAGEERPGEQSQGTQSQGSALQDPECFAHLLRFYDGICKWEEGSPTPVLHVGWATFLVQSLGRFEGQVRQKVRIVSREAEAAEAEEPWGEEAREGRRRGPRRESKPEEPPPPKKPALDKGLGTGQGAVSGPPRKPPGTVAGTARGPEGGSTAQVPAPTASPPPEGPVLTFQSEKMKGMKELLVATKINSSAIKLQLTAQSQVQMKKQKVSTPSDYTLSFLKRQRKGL
VP16 counter – VP16 counterscreen qHTS for inhibitors of ROR gamma transcriptional activity. Drosophila S2 Gal4-VP16 UAS-luciferase, luminescence, 20 h. Potency, µM (titrated, usually from 53.6 µM), without a hit: at the top dose activity, negative = inhibition, actives largely listed as inhibitors. actives 3.5% (n = 310,000);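 also: Gal4-VP16 expression switched on by copper sulfate through the metallothionein promoter; potency is read from the fitted curve at half-maximal effect; % is scaled to controls: 0 for no effect and ±100 for the full control effect; nearly all actives have a fitted effect of over 50% in size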
FLuc counter – qHTS profiling assay for firefly luciferase inhibitor/activator using purifed enzyme and Km concentrations of substrates (counterscreen for miR-21 project); Luciferin 4-monooxygenase (Photinus pyralis), P08659; purified FLuc, Km substrates, luminescence inhibition; Potency, µM (top dose mostly 57.5 µM), for inactives: at the top dose activity change, negative = inhibition, actives largely listed as inhibitors; actives 6.9% (n = 360,000); AID 588342, 2011;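 also: potency is read from the fitted curve at half-maximal effect; plate controls were vehicle for no effect and reference inhibitor for full effect; nearly all actives have a fitted effect of over 55% in size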
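Biochemical qHTS of compounds, final roughly 60 µM downward over six points, against 10 nM purified firefly luciferase using Km concentrations of substrates (10 uM D-luciferin, 10 uM ATP) in Tris acetate pH 7.5 buffer; luminescence output.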
KCNH2 3.1 block – qHTS for Inhibitors of KCHN2 3.1: Mutant qHTS; Potassium voltage-gated channel subfamily H member 2, brain isoform KCNH2 3.1 (human); U2OS KCNH2 3.1, thallium flux FluxOr; stronger effect = lower value; activity change, % (tested at about 1.8 µM); actives 0.95% (n = 340,000); AID 720553, 2013;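 active = maximum activity change below -70%; inconclusive = maximum activity change from -70% to -50%; inactive = maximum activity change above -50%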;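 also: thallium influx rate constant from kinetic fluorescence after stimulation buffer; % is scaled to controls: 0 for no effect and ±100 for the full control effect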
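U2OS cells transduced with KCNH2 3.1 mutant virus (1.77 x 10^8 /mL, 4 h), plated overnight at 37 C, loaded 45 min with FluxOr dye plus Red40 quencher. Thallium flux rate constant from kinetic reads after stimulation buffer, normalised to controls.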
ELG1 DNA repair – qHTS screen for small molecules that inhibit ELG1-dependent DNA repair in human embryonic kidney (HEK293T) cells expressing luciferase-tagged ELG1. Potency, µM (series often up to 46.1 µM), for inactives: at the highest dose activity change, negative = inhibition, actives largely listed as inhibitors. actives 2.3% (n = 330,000). AID 504467, 2011. HEK293T ELG1-luciferase reporter, luminescence, 16 h; DNA damage induced by 5-fluorouridine; also: potency is read from the fitted curve at half-maximal effect; % is scaled to controls: 0 for no effect and ±100 for the full control effect; nearly all actives have a fitted effect of over 55% in size
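Overnight (16 hr) co-exposure of 2,000 cells/well to 5-fluorouridine and compound at 37 °C preceded detection. Luciferase was quantified via ONE-Glo luminescence; loss of signal denotes inhibition.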
Numbers without * were called inactive; u = inconclusive; x = not tested or not shown; [ ] = remark or other dose. Unless noted, calls follow the shape of the dose curve; as a rule, active = well fitted curve in the direction sought with a large enough effect; inconclusive = small, poorly fitted or top-dose-only effect, or another doubt; inactive = no such curve, though single readings can be large; an effect the other way counts as inactive or inconclusive. Not all compounds are listed; rates above refer to the full screens.

SMILES | RORgamma inh | PKM2 activator | MBNL1 CUG block | NPC1 prom act | Mito fusion act | Rab9 promoter act | Menin MLL FP TR | VP16 counter | FLuc counter | KCNH2 3.1 block | ELG1 DNA repair
O=C(Nc1cccc(F)c1)NC1(C(=O)NCC2CCCO2)CCCCC1 (centres undefined) | 4% | 1% | -3% | -8% | 2% | 0% | -2% | -4% | 3% | -10 | 14%
CCOC(=O)C(NCCc1ccccc1F)(NC(=O)CC)C(F)(F)F (centres undefined) | 22% | -17% | -21% | 6% | 4% | 9% | 5% | -5% | -1% | -7 | -4%
Cc1cccc(N2CCN(S(=O)(=O)c3cnc[nH]3)CC2)c1C | -16% | -10% | 11% | 0% | 0% | -8% | 4% | 5% | -1% | -11 | 15%
COc1cc(C(=O)NCc2cc3ccccc3n2C)cc(OC)c1OC | u | 3% | -11% | -6% | -1% | -1% | 11% | 5% | -3% | -1 | 12%
COc1ccc(C(=O)NC(=O)Nc2cc(C)ccn2)cc1 | 0.04µM* | -41% | -1% | 0.79µM* | -3% | 0.79µM* | -5% | 0.18µM* | 0.19µM* | 15 | u
O=C(c1cn(-c2ccccc2)nc1-c1cccnc1)N1CCCCC1 | -5% | 0% | -1% | 1% | 0% | 9% | -18% | 5% | -19% | -9 | 0%
CCn1c(SCc2nc(-c3ccccc3)no2)nc2ccccc21 | 10% | -1% | -11% | -1% | 8% | -3% | -2%[11.7 µM] | 4% | 6% | -9 | 1%
Cc1cnc(NC2=NCCC2)s1 | 7.1µM* | 4% | -3% | 0% | 2% | 0% | -1% | u | -1% | 6 | -18%
CC(=Nc1ccccc1)C1=C(O)CSC1=O | 18% | 3% | 10% | 1% | -2% | -5% | -19% | -4% | -22% | -3 | u
Cc1ccc(S(=O)(=O)N2C3C=CC(C3)C2C(=O)O)cc1 (centres undefined) | -24% | 3% | -1% | 1% | 2% | -2% | -3% | 7% | -1% | 4 | 5%
CCOc1cccc(/C=C/C(=O)O)c1 | -3% | 1% | -11% | -1% | 6% | 0% | -5% | -9% | -4% | -2 | u
CCN1CCN(Cc2nc3c(c(=O)n(C)c(=O)n3C)n2Cc2cccc3ccccc23)CC1 | 0% | -16% | -6% | -2% | -3% | -1% | -22% | -8% | 3% | -3 | 6%
O=C(c1ccc(S(=O)(=O)N2CCCCCC2)cc1)N1CCC(CN2C(=O)c3cccc4cccc(c34)C2=O)CC1 | 33% | 1% | -1% | -4% | 2% | 4% | 2% | -1% | -3% | -13 | u
O=S1(=O)CCOC[C@H](CC2CCCCC2)N1Cc1cccc(C(F)(F)F)c1 | 2% | 1% | 17% | 0% | -14% | -1% | 27% | -9% | 5% | 3 | 5%
O=C1c2ccccc2NC(c2cccc([N+](=O)[O-])c2)N1O (centres undefined) | u | x | u | 2% | 10% | -1% | 18% | -1% | -2% | -5 | u
Cc1ccc(C(=O)Oc2oc(-c3ccco3)nc2C=Nc2ccc(Cl)cc2)cc1 | -23% | 1% | 8% | 1.8µM* | 2% | 3.2µM* | u | -27% | 4.8µM* | -10 | u
Cc1cc(C)cc(OCCNC(=O)c2ccc(Br)cc2)c1 | -9% | x | 1% | -1% | 5% | 0% | -9% | -12% | 3% | -3 | -13%
COc1ccc(CC(=O)N2CCc3ccccc32)cc1 | -34% | -5% | u | 28% | 4% | u | -12% | -1% | u | -15 | u
COc1ccc(CCn2c(C)cc(C(=O)CN3C(=O)C(=O)N(C4CCCC4)C3=O)c2C)cc1OC | x | x | x | -4% | 3% | -1% | x | x | 3% | 3 | u
CCn1c(C(C)C)n[nH]c1=S | -34% | 4% | -5% | -1% | 7% | -3% | -12% | 2% | 3% | 1 | 10%
O=C(NC(Cc1c[nH]c2ccccc12)C(=O)O)c1ccc(F)cc1 (centres undefined) | -4% | -2% | -10% | -6% | 17% | -2% | 19% | -24% | u | -3 | u
COc1ccc(C(=O)COC(=O)Cn2c(C)csc2=O)c(OC)c1 | x | x | x | 5% | 0% | 5% | x | x | -28% | -3 | u
COC(=O)C1=C(C)N=C2SC(C)C(=O)N2C1/C=C/c1ccccc1OC (centres undefined) | -20% | -1% | 3% | -5% | 7% | 2% | u | -4% | 2% | 0 | 1%
COC(=O)c1ccc(NC(=O)Nc2ccccc2C)cc1 | 22% | -8% | -14% | u | -3% | u | 13% | 5% | 4.8µM* | 0 | -14%
O=C(Cn1cc2c(n1)CCCCC2)N1CCc2ccccc21 | 22% | 2% | 33%[activator] | 1% | 1% | 0% | 8% | 21% | -3% | -1 | u
Cc1nnc(N2CCC(C(=O)N3CCCCCC3)CC2)c2nn(-c3ccc(Cl)cc3)c(C)c12 | 2% | x | -3% | -12% | 0% | -4% | x | -10% | 1% | -13 | u
CCC(=O)Nc1c2c(nn1-c1ccc(F)cc1)CS(=O)(=O)C2 | -10% | x | -12% | -1% | 1% | 1% | 4% | -1% | 1% | 15 | 15%
O=S1(=O)CC(O)C(NCCO)C1 (centres undefined) | -4% | 4% | -1% | -4% | -3% | -9% | 4% | 2% | -2% | 8 | 16%
COc1ccc(CN2C(=O)c3cccnc3C2=O)cc1S(=O)(=O)N1CC(C)CC(C)C1 (centres undefined) | -3% | x | u | -2% | -2% | -5% | 14% | 5% | 3% | 6 | 0%
CSc1cccc(NC(=O)CN(Cc2ccc(Cl)cc2)S(C)(=O)=O)c1 | 28% | 3% | 0% | -2% | 4% | -3% | 10% | 3% | 2% | 8 | -14%
CC(=O)COc1ccc2cc(-c3ccccc3)c(=O)oc2c1 | 5% | 5% | u | 1.1µM* | -1% | 1µM* | 16% | 6% | u | -3 | u
O=C1c2ccccc2C(=O)c2c1ccc1c(=O)n(C3CCCCC3)[nH]c21 | 7.9µM* | -8% | u | -2% | 0% | 1% | -21% | -30% | u | 13 | 21µM*
Cc1ccc(-n2c3nc(=O)[nH]c(=O)c-3cc3cc([N+](=O)[O-])ccc32)cc1C | u | 2% | 27% | -2% | -1% | 2% | 21% | u | u | -3 | u
COc1ccc(/C=N/NC(=O)CNC(=O)c2ccc(S(=O)(=O)N3CCCC3)cc2)c(OC)c1 | 0% | -20% | 11% | -1% | -6% | 13% | 19% | 5% | -10% | -5 | 14%
COc1cccc(CNc2ncc(C(=O)Nc3cc(OC)c(OC)c(OC)c3)c(C)n2)c1 | 19% | x | -12% | -26% | 7% | -13% | -2% | 7% | -5% | -5 | u
COc1nnc(-c2ccc(N3CCOCC3)c(NC(=O)C3CCCCC3)c2)c2ccccc12 | 22% | 14% | -8% | -11% | 2% | -1% | -14% | 0% | 2% | 0 | 0%
Cc1cc(C)n(C(=O)c2ccc(S(=O)(=O)N3CCCC3)cc2)n1 | -8% | 1% | 2% | -3% | -2% | -1% | 18% | 13% | 0% | -7 | 4%
O=C(CNCCC1=CCCCC1)Nc1ccccc1N1CCCCC1 | 1%[0.365 µM] | -2% | 1% | -5% | 21% | -9% | u | x | 1% | 1 | 5%
COc1ccc(C(=O)NNC(=O)C2(C)CC2(Br)Br)cc1 (centres undefined) | -6% | x | 1% | -5% | 2% | 1% | -1% | -8% | -23% | 2 | 22%
Cc1ccc(C(=O)N2CCN(c3ccc(NC(=O)CSc4ccc(Cl)cc4)cc3)CC2)cc1 | -35% | -1% | -17% | -2% | -1% | -6% | -3% | -7% | 1% | -118* | -8%

Bioassay records (PubChem BioAssay)
